# Assay outcomes (PubChem BioAssay)
# KCNQ2 block: KCNQ2 potassium channel inhibitors, primary screen, cell-based, CHO-K1, FluxOR thallium flux, B-score (AID 2156) | O88943 | actives 1.1% (n = 310,000) | 20 min; hits give low values | B-score at 10 µM;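 active means fluorescence ratio B-score at most minus 3 library SDs, with starting brightness B-score within 2 library SDs, cut at about -5.5 in these data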
# Target sequence (O88943 whole entry, looked up): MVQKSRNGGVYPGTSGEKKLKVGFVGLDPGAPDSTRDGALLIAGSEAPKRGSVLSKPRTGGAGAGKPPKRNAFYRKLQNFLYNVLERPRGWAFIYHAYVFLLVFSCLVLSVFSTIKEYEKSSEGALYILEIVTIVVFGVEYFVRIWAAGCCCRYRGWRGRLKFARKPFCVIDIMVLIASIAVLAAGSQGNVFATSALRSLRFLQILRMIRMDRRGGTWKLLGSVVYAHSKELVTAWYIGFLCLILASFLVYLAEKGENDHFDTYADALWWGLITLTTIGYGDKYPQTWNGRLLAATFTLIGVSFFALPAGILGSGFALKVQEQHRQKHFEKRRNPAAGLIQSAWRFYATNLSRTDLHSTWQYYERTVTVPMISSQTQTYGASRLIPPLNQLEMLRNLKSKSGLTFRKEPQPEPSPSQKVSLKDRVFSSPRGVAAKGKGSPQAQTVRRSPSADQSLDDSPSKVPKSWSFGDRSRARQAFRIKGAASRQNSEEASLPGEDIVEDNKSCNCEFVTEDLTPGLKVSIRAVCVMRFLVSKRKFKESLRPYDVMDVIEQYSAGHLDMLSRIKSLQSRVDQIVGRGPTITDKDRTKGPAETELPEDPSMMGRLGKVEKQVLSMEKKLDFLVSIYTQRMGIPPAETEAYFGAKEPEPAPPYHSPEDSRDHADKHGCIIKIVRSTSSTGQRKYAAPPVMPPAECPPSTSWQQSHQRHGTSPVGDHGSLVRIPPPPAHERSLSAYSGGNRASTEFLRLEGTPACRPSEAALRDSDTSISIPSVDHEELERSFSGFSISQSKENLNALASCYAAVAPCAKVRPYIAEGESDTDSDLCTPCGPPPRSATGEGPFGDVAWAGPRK
# Kir21 block: Kir2.1 (mouse) channel inhibition; actives 0.85% (n = 310,000); P35561; HEK293-Kir2.1, FluxOR thallium flux fluorescence; hits give low values; B-score at 10 µM;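 active means fluorescence ratio B-score at or below minus 3 SD of library scores, with starting-brightness B-score within 2 SD, cut at about -4.2 in these data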;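 further: channel flux triggered by added potassium and thallium sulfate stimulus; B-score of peak minus minimum fluorescence over baseline after thallium stimulus; more negative B-score means stronger Kir2.1 block with less thallium influx; some compounds called inactive have numbers as strong as hits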
# Active calls of the source: *; i = inactive. Rows are unselected; 1.8% or so of the library scored in one or more.
compound	KCNQ2 block	Kir21 block
Cc1c(C(=O)N/N=C/c2cccc(O)c2)nnn1-c1nonc1N	i	-1.54
Cc1ccccc1N(C(=O)c1csnn1)C(C(=O)NC1CCCC1)c1ccncc1 (stereo unspecified)	i	-0.13
Cc1ccc(C(=O)C2=C(O)C(=O)N(Cc3cccnc3)C2c2cccc(Oc3ccccc3)c2)o1 (stereo unspecified)	i	0.1
CC(C)Oc1ccc(CCc2n[nH]c(=S)n2-c2ccccc2)cc1	i	0.53
CCOC(=O)c1ccc2nc(NC(=O)c3ccco3)sc2c1	i	0.24
CC(=O)Nc1cc(S(=O)(=O)Nc2ccc(C)cc2)c(C)cc1C	i	-0.66
CCOc1ccc(-n2cc(C(=O)c3cc(Cl)ccc3O)cc(C#N)c2=O)cc1	i	-1.97
Cc1ccccc1NC(=O)Oc1cccc(OC(=O)c2ccccc2)c1	i	-2.27
CCN(CC(=O)Nc1c(F)cccc1F)C(=O)Cc1ccc2c(c1)CCC2	i	0.41
CCN(CC)CCn1c2c(c(SCC(=O)Nc3nc4ccc(C)cc4s3)nc1=O)CCC2	i	0.9
COc1ccccc1C(=O)Nc1ccc(S(=O)(=O)N2CCOCC2)cc1	i	-0.03
COc1ccc(-c2nn(-c3ccccc3)cc2C(=O)NC(=S)Nc2cc(Cl)ccc2Cl)cc1	-7.68*	0.35
O=C(O)c1cc(C(=O)C2CC2)c[nH]1	i	-0.83
CCN(CC)CCNc1cc(C)nc2c1C(=O)C(=O)C=C2N1CCCCC1	i	3.85
CC(=O)OCC(=O)Nc1ccc(SC(F)F)cc1	i	3.39
C/C(Cc1ccccc1)=N\NC(=O)CNC(=O)c1ccc(Br)cc1	i	0.85
Cc1onc(-c2ccncc2)c1C(=O)O	i	-0.18
COc1ccc(CNc2nc3nc4c(c(=O)n3[nH]2)CCC4)cc1	i	-0.6
CCO[C@@H]1OC(C(N)=O)=C[C@H](C(C)(C)C)[C@H]1CCCO	i	-0.09
COc1ccc(C(=O)Nc2ccc(C(F)(F)F)n(C)c2=O)cc1	i	0.5
CC(=O)c1cn(CCOc2ccc(F)cc2)c2ccccc12	i	-2.39
Cc1ccc(N2CC(C(=O)Nc3ccc4c(c3)OCCO4)CC2=O)cc1C (stereo unspecified)	i	1.28
Cc1ccc(C)c(NC(=O)CN(C)C(=O)c2ccccc2OCc2ccc(Cl)cc2)c1	i	0.71
CC1CCN(c2oc(-c3ccco3)nc2S(=O)(=O)c2ccccc2)CC1	i	-0.45
COc1ccc(CN(C(=O)Cn2nnc3ccccc32)C(C(=O)NC(C)(C)C)c2ccco2)cc1 (stereo unspecified)	i	0.58
CCOC(=O)c1sc(NC(=O)Nc2ccc(F)cc2)nc1C	i	0.03
COC(=O)/C(N=Nc1cccc(C(F)(F)F)c1)=C(\C)O	i	-2.34
CC(C)(CNC(=O)Cc1ccc(Cl)cc1Cl)N1CCCCC1	i	-0.32
CC(C)(C)c1ccc(C(=O)N2CCCC2c2cccs2)cc1 (stereo unspecified)	i	0.32
COc1ccccc1-c1cc(C(=O)Nc2cccnc2Cl)no1	i	-1.16
CCOC(=O)c1sc(NC(=S)NC(=O)CC(C)C)cc1C	i	-1.09
O=C(NCCc1ccccc1)C1CCN(S(=O)(=O)N2CCCC2)CC1	i	-0.34
O=C(N/N=C/c1cc(Br)ccc1O)Nc1ccccc1	i	-0.47
COc1ccc(NC(=O)CN2CCN(CC(=O)Nc3ccccc3F)CC2)c(OC)c1	i	-0.15
Cc1cc(NCCN2CCOCC2)n2ncc(-c3ccccc3)c2n1	i	0.56
NC1=C([N+](=O)[O-])C(c2ccccc2)C2=C(CCCC2=O)O1 (stereo unspecified)	i	-2.06

# Reformatted with the structure last: entries from further up.
KCNQ2 block | Kir21 block | canonical_smiles
i | -2.34 | COC(=O)/C(N=Nc1cccc(C(F)(F)F)c1)=C(\C)O
i | -0.47 | O=C(N/N=C/c1cc(Br)ccc1O)Nc1ccccc1

# Record cards, as listed above. Order of screens: KCNQ2 block | Kir21 block
# Record of COc1ccc(CN(C(=O)Cn2nnc3ccccc32)C(C(=O)NC(C)(C)C)c2ccco2)cc1 (stereo unspecified) : i | 0.58
# Record of CCN(CC(=O)Nc1c(F)cccc1F)C(=O)Cc1ccc2c(c1)CCC2 : i | 0.41
# Record of CCN(CC)CCn1c2c(c(SCC(=O)Nc3nc4ccc(C)cc4s3)nc1=O)CCC2 : i | 0.9

# Next part:
compound	KCNQ2 block	Kir21 block
COC(=O)Cc1ccc(NC(=S)Nc2ccccn2)cc1	i	2.23
CC1CCCCN1CCNC(=O)Cn1nc(-c2ccccc2)ccc1=O (stereo unspecified)	i	0.24
COc1ccc(CNC(=O)CN2C(=O)C3CCCN3c3ncc(Cl)cc32)cc1 (stereo unspecified)	i	1.69
Cc1cc2sc(C(=O)O)c(C)c2s1	i	-1.53
O=C(O)c1ccccc1C(=O)Nn1cnnc1	i	0.87
O=C(Nc1nccs1)c1ccc(F)c(S(=O)(=O)N2CCOCC2)c1	i	0.87
CC(=O)Nc1ccc(OS(=O)(=O)c2ccc([N+](=O)[O-])cc2)cc1	i	0.05
CC(C)CCNC1c2ccccc2C(=O)N1Cc1ccccc1 (stereo unspecified)	i	-0.63
Brc1ccc(NC2=Nc3ccccc3CC2)cc1	i	1.07
CC(=O)NC(=S)c1c(N)n(Cc2ccccc2)c(=O)n(C)c1=O	i	0.69
COc1ccc2c(/C=C/c3cc[n+](C)cc3)c[nH]c2c1	i	0.02
COc1ccc(C(=O)COC(=O)CCC(=O)c2cccs2)cc1	i	-1.18

# Printed as active in KCNQ2 block, among the entries above:
compound	KCNQ2 block	Kir21 block
COc1ccc(-c2nn(-c3ccccc3)cc2C(=O)NC(=S)Nc2cc(Cl)ccc2Cl)cc1	-7.68*	0.35

# Following part
compound	KCNQ2 block	Kir21 block
CCc1cc(=O)oc2cc(OCC(=O)OC)c(Cl)cc12	i	0.53
COc1ccccc1N/C=C/c1onc(C)c1[N+](=O)[O-]	i	0.01
CC1(C)CC(=O)C(C=NCC2CCN(C(=S)Nc3ccccc3)CC2)=C(O)C1	i	-0.79
COc1ccc(-c2csc(NC(=S)NC(=O)c3ccco3)n2)cc1	i	1.44
O=C1CS/C(=C/C(=O)c2cccc(Cl)c2)N1	i	0.25
COc1ccccc1C1CCN(C(=O)c2cccs2)CC1	i	-1.05
COc1ccc(/C(C)=N/NS(=O)(=O)c2ccccc2)c(OC)c1	i	0.7
COc1cccc(NC(=O)N2CCC(NC(=O)c3ccco3)CC2)c1	i	0.64
CCOC(=O)c1c(NC(=O)CCC(=O)NCc2ccco2)sc2c1CCCC2	i	0.98
CN(C)c1ccc(NC(=O)CCn2c(=S)oc3ccccc32)cc1	i	-0.55
COC(=O)CCCC1=CC2=CC(=O)C(C)(OC(=O)c3cccs3)C(=O)C2=CN1c1ccccc1 (stereo unspecified)	i	0.74
COc1ccc(Br)cc1CN(C)C(=O)c1ccncc1	i	-0.1

# The list goes on:
# The line under a structure holds: KCNQ2 block | Kir21 block
- COc1cc(C(=O)NCCNC(=O)C2CCCNC2=O)cc(OC)c1OC (stereo unspecified)
  i | -0.91
- O=C(Nc1cccc(F)c1)N1CCCCCC1
  i | 1.05
- O=Cc1ccc2oc3nc4n(c(=O)c3c(=O)c2c1)CCCS4
  i | 1.56
- Cc1nc([N+](=O)[O-])nn1C12CC3CC(CC(Br)(C3)C1)C2
  i | 0.68
- O=C(NC(=O)c1cnccc1C(F)(F)F)Nc1ccccc1
  i | 2.47
- O=C(CC(=O)N/N=C\c1c(Cl)cccc1Cl)NCc1ccccc1
  i | -0.2
- O=C(N/C(=C/c1cccnc1)C(=O)N1CCOCC1)c1ccccc1
  i | 0.58
- CS(=O)(=O)c1ccc2nc(NC(=O)c3ccco3)sc2c1
  i | 0.05
- CC(C(=O)NC1CCCC1)N(Cc1ccc2c(c1)OCO2)C(=O)c1snc(C(N)=O)c1N (stereo unspecified)
  i | 1.17
- COc1ccc(-c2noc(CCC(N)=O)n2)cc1OC
  i | 0.44
- O=C(Cn1nnc(-c2ccccc2F)n1)Nc1cccc2ncccc12
  i | -0.85
- Cc1nnc(SCC(=O)NNC(=O)CC#N)[nH]c1=O
  i | 0.85
- Cn1cc([N+](=O)[O-])c(C(=O)N/N=C/c2ccncc2)n1
  i | 0.1
- Cc1nnc(NC(=O)CSc2nccn2Cc2ccc(F)cc2)s1
  i | 0.42
- Cc1ccc(C(=O)NC(C)c2ccc(-n3ccnc3)cc2)c(C)c1 (stereo unspecified)
  i | 0.4
- Cc1[nH]c(=O)[nH]c(=O)c1S(=O)(=O)Nc1ccc(S(N)(=O)=O)cc1
  i | 0.14
- COc1ccc(CC(=O)n2[nH]c(=O)cc(C)c2=O)cc1OC
  i | -1.11
- Cc1cc(C)c2nc(SCC(=O)N3CCCCC3)c(C#N)cc2c1
  i | 1.75
- CCOc1ccc(Nc2nc(Cc3nnc(SCC(=O)NCc4ccco4)n3CC)cs2)cc1
  i | -0.95
- COCCNC(=O)CS(=O)Cc1nc(-c2ccc(OC)cc2)oc1C (stereo unspecified)
  i | 0.06
- Cc1cccc(-n2nnnc2SCC(=O)NCCN2C(=O)CSC2=O)c1
  i | 0.01
- CC(C)Sc1cc(N2CCCC2)nc(-c2ccccc2Cl)n1
  i | -1.62
- CN1CCCC(C#CC(O)(c2ccccc2)c2ccccc2)C1 (stereo unspecified)
  i | 0.34
- O=C(NC(Cc1ccc2c(c1)OCO2)C(=O)NC(Cc1ccccc1)C(=O)O)c1ccccc1 (stereo unspecified)
  i | -0.52
- O=C(Nc1nnc(Cc2c[nH]c3ccccc23)s1)c1ccc(Cl)cc1Cl
  i | -0.78
- COc1cccc(-c2nnc(NC(=O)C(C)C)o2)c1
  i | -1.5
- COc1ccc(OC)c2[nH]c(=O)c(CCNC(=O)Cc3cccs3)cc12
  i | 0.19
- COc1ccc(CN(C)C(=O)c2ccc(OCC(=O)Nc3cccc(C(F)(F)F)c3)c(OC)c2)c(OC)c1
  i | -0.77
- Cc1ccc(-c2nc3ccccc3[nH]2)cc1NC(=O)c1ccc2c(c1)OCO2
  i | -0.8
- O=C(O)CCC(=O)N(Cc1ccco1)C1CC(=O)N(c2ccccc2)C1=O (stereo unspecified)
  i | 0.13
- CCCCn1nc(NC(=O)COC)c2cc3cc(OC)ccc3nc21
  i | -0.86
- Clc1c(-c2nnc3n2CCC3)sc2ccccc12
  i | 0.63
- Cc1ccc(NC(=O)c2ccccc2-c2ccccc2C(=O)O)cc1C
  i | -2.43
- N#C/C(=C/c1ccc(Oc2ccc([N+](=O)[O-])cn2)cc1)C(=O)N1CCOCC1
  i | -0.43
- COc1ccc(C(=O)NC(=S)Nc2cccnc2)cc1[N+](=O)[O-]
  i | 0.85
- Cc1ccc(OCC(=O)Nc2ccccc2F)cc1C
  i | 2.21
- CC(C)C(NS(=O)(=O)c1ccccc1)C(=O)OCc1cc([N+](=O)[O-])cc2c1OCOC2 (stereo unspecified)
  i | -0.86
- O=C(CCC1COc2ccccc2O1)NCc1ccco1 (stereo unspecified)
  i | -0.23
- CCc1ccc2oc(C(=O)Nc3nonc3C)c(C)c2c1
  i | -0.22
- COc1cccc2c1SCc1ccccc1C2CC(N)=O (stereo unspecified)
  i | 1.58
- Cc1noc(C)c1COc1ccc(C(=O)OCC(=O)NCCN2C(=O)CSC2=O)cc1
  i | -0.57
- CN(C)CCN(C(=O)c1ccc(S(=O)(=O)N(C)c2ccccc2)cc1)c1nc2cc3c(cc2s1)OCCO3
  i | 0.69
- CCOc1ccc(-n2c(N)c(C(=O)NCc3ccco3)c3nc4ccccc4nc32)cc1
  i | -0.16
- Cc1cccc(CS(=O)(=O)Cc2ccc(C(=O)NC3CCCCC3)o2)c1
  i | -0.16
- Cc1c(C=O)c2ccccc2n1CC(=O)NCc1ccc2c(c1)OCO2
  i | -0.05
- COc1ccc([N+](=O)[O-])cc1N(CC(=O)NCCC1=CCCCC1)S(C)(=O)=O
  i | -0.11
- Cc1ccc(Cl)cc1N1CCN(CC(=O)Nc2ccc3[nH]c(=O)[nH]c3c2)CC1
  i | -0.35
- CCC(=O)Nc1nc(C)c(-c2csc(Nc3ccc(C(=O)O)cc3)n2)s1
  i | -0.62
- Cc1ccc(CC(=O)NCC2CCCCC2)cc1
  i | 0
- O=C(CSc1ncn[nH]1)NNC(=O)c1ccccc1
  i | 1.4
- COc1ccc(/C=C2\CCC(C3CCCC3)C2=O)cc1 (stereo unspecified)
  i | 0.52
- CCC1Oc2ccc(C)cc2N(CC(=O)NCc2cccs2)C1=O (stereo unspecified)
  i | 0.46
- CS(=O)(=O)N1CCN(c2ccc(NC(=O)Cc3ccccc3)cc2)CC1
  i | 0.74
- CCc1ccc(NC(=O)C2CCCN2c2nn3c(=O)cc(C)nc3s2)cc1 (stereo unspecified)
  i | 0.39
- O=C(CN1C(=O)N/C(=C\c2ccccc2OCc2ccc(C(=O)O)cc2)C1=O)Nc1ccc(F)cc1
  i | 0.24
- COc1ccc2[nH]c(=O)c(CN(CC3CCCO3)S(=O)(=O)c3ccccc3)cc2c1 (stereo unspecified)
  i | -0.31
- COc1ccc(N(C(=O)c2cccc(OC)c2OC)C2C=CS(=O)(=O)C2)c(OC)c1 (stereo unspecified)
  i | 1.6
- N/C(=N\OC(=O)c1ccc2ccccc2c1)c1ccccc1Cl
  i | -2.5
- Oc1ccccc1-c1nnc2n1CCCCC2
  i | -0.02
- O=C(Nc1ccc(S(=O)(=O)NCCc2ccccc2)cc1)c1ccco1
  i | -0.01
- Cc1ccc(C)c(S(=O)(=O)N2CCCOC2CNC(=O)C(=O)NCc2cccs2)c1 (stereo unspecified)
  i | -0.14
- COc1cc(OC)c(OC)cc1CNc1cc(C)ccc1OC
  i | -5.83*
- O=C1c2ccccc2C(=O)N1CC1c2ccccc2CCN1C(=O)C1CCCCC1 (stereo unspecified)
  -6.91* | -1.34
